Compound activity: PubChem BioAssay, several laboratories
NR2E3 ag-1: NR2E3 (human) agonism. Q9Y5X4. AID 2300. inhibition of corepressor binding, % at 4.78 µM. GST-NR2E3/biotin-RetCOR TR-FRET, 1536-well. 320,000 tested, 0.12% active;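 active means percent inhibition above the cutoff of mean plus 3 SD of all tested compounds, set per screening campaign, cut at about 20% in these data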;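 further: 0% = DMSO wells and 100% = biotin wells as full block of FRET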
Target sequence (Q9Y5X4 whole entry, looked up): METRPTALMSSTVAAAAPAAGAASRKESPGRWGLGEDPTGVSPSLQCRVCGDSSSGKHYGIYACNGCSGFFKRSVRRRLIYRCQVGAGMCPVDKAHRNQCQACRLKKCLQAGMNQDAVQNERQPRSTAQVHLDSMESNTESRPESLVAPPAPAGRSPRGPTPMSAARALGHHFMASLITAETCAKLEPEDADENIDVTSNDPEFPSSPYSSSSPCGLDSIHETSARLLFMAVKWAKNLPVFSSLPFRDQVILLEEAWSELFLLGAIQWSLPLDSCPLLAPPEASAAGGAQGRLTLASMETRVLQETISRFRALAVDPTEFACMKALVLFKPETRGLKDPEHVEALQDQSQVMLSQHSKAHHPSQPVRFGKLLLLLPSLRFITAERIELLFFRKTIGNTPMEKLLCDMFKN
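Test system: GST-NR2E3 and biotin-RetCOR proteins | Quantity: 1.35 nM GST-tagged NR2E3 final | Medium: Tris pH 7.5 | Also added: 7 nM biotin-RetCOR | Dosing: Compound at 4.8 µM, single dose | Timing: 5 h at 4 °C | Detection: Time-resolved FRET | Read-out basis: Percent inhibition | Benchmarks: Biotin wells as high control, 0.6% DMSO wells as low control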
TRAIL sens C8: sensitizes caspase-8 expressing cells to TRAIL; NB7+C8 cells + TRAIL, ATPlite viability luminescence; inhibition (viability loss, TRAIL sensitization), % at 10 µM; 360,000 tested, 1% active; AID 624354;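 active means compounds causing at least 50% loss of cell viability in the single-dose screen, relative to plate controls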
KKLEB tox: counter-screen for CF NF-kB inhibitors: cytotoxicity. KKLEB CF airway cells viability, ATPlite luminescence, overnight; active compounds read low; cells stimulated with P. aeruginosa culture filtrate. activity change (cytotoxicity), % at 5 µM. 360,000 tested, 0.36% active. AID 602141;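 active means corrected activity change at or below -50% at 5 µM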
hiPSC survival: enhancers of human iPSC single-cell survival; survival enhancement, % at 20 µM; hiPSC single-cell survival, ATPlite luminescence; 100% = ROCK inhibitor wells, 0% = DMSO; 360,000 tested, 0.044% active; AID 602274; in the data active means survival enhancement above about 18%;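 further: cells exposed to compounds for 16 hours before the ATP read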
LMP1 NFkB inh: inhibitors of Epstein-Barr LMP1-induced NF-kappaB reporter | AID 504558 | 350,000 tested, 0.69% active | LMP1-induced NF-kappaB luciferase reporter cells, luminescence | inhibition, % at 12.5 µM; in the data active means inhibition above about 41%;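 further: 0% = neutral control wells and 100% = reference inhibitor control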
HIF-2a block: blocks HIF-2a reporter activity; 786-0 RCC cells HIF-2a reporter, luciferase luminescence, overnight; inhibition, % at 18.8 µM; 360,000 tested, 0.72% active;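 active means inhibition of the luminescence signal of 40% or more relative to plate controls, in a single-dose primary screen at 18.75 µM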
NR2E3 ag-2: agonists of human NR2E3 nuclear receptor; Q9Y5X4; CHO-S Gal4-NCOR/VP16-NR2E3 two-hybrid, luciferase; inhibition of corepressor binding, % at 3.98 µM; 360,000 tested, 0.35% active; AID 602229;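 active means inhibition above the mean of all tested compounds plus 3 SD, cut at about 70% in these data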;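 further: 0% = DMSO with NR2E3 transfected cells and 100% = cells lacking NR2E3 construct; higher means lower luciferase signal from less NR2E3 corepressor binding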
Peg3 prom inh: inhibitors of Peg3 promoter | HeLa PEG-Prom luciferase reporter, luminescence, overnight | inhibition, % at 20 µM | 360,000 tested, 1.7% active;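 active means inhibition of at least 50% at 20 µM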
CF NFkB block: inhibitors of cystic fibrosis induced NF-kB; KKLEB NF-kB-GFP reporter, PAF-induced, GFP fluorescence overnight; inhibition, % at 5 µM; 360,000 tested, 0.86% active;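 active means at least 50% inhibition at 5 µM, scaled per plate between neutral and stimulator controls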;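 further: PAF is a Pseudomonas aeruginosa culture filtrate used as stimulus; plate controls were PAF-stimulated DMSO wells for no effect and unstimulated DMSO wells for full effect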
MITF TRPM1 inh: inhibitors of MITF-driven TRPM1 promoter in melanoma cells. SK-MEL-5 TRPM1 promoter luciferase, 24 h. 330,000 tested, 0.83% active. inhibition, % at 12.5 µM;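 active means mean inhibition across replicates of 60% or more, whatever share of single replicates reaches that level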; further: values of inactives mirror those of a sister screen read the other way
Shn3 inh set2: Schnurri-3 reporter inhibition in Clone20 osteoblasts; Clone20 osteoblast Shn3 3'UTR firefly luciferase, 24 h; 360,000 tested, 0.52% active; inhibition, % at 12.5 µM;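 active means mean inhibition of at least 75% with every replicate also reaching 75%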;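 further: 0% = median of neutral control wells and 100% = pilot-screen positive control compound; some compounds past the cut are filed as inactive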
* hit, by the source's call; x = not tested or not shown. These rows are one share of the data; rates above refer to the full screens.

Results follow in this order: CF NFkB block, KKLEB tox, NR2E3 ag-2, MITF TRPM1 inh, NR2E3 ag-1, HIF-2a block, TRAIL sens C8, LMP1 NFkB inh, Shn3 inh set2, hiPSC survival, Peg3 prom inh
- CCOC(=O)Nc1ccc2c(c1)N(C(=O)CCN1CCOCC1)c1ccccc1S2=O (stereo not given)
 : 35, -15, 5, 15, -1, 27, -2, 22, -22, -0.4, 20
- Nc1nc(NC(=O)c2ccco2)nn1-c1ccccc1
 : -2, 7, -34, -46, 3, -102, 18, -7, -27, 3.2, -119
- Cc1ccc(S(=O)(=O)NC(=O)Cn2nnc(-c3ccccc3)c2COc2ccc3ccccc3c2)cc1
 : 25, -24, 5, x, x, 7, -6, x, 5, -2.4, -5
- Cc1ccc(Cl)cc1N1CCN(C(=O)CNC(=O)c2ccc(Br)o2)CC1
 : -9, 1, -14, -11, 0, -53, -5, 4, 18, 0.1, -54
- C/C(=N\Nc1ccc2nncn2n1)c1ccco1
 : 0, 4, -16, 5, 2, 5, 4, -9, 13, -0.2, -11
- NC(=O)Cc1cn(-c2ncc(C(F)(F)F)cc2Cl)c2ccccc12
 : -6, -1, 6, 3, 1, 4, -9, -7, 6, 0.7, 10
- O=C(Nc1ccc(OCCO)cc1)c1csc([C@H]2C[C@H](O)[C@@H](CO)O2)n1
 : 0, -10, -12, x, x, 10, -3, x, 12, 2.9, 15
- Cc1ccc(NC(=O)Nc2cccs2)nc1
 : -3, 1, -80, -48, -1, -246, 8, -14, -72, 9.0, -228
- CN(C1CCCCC1)S(=O)(=O)c1ccc(NC(=O)c2ccc(Br)o2)cc1
 : 13, -7, -14, 1, 0, 25, -18, -4, 13, 4.3, 27
- CN1C[C@@H](CO)O[C@@H](n2cnc3c(N4CCOCC4)ncnc32)C1
 : 3, 2, -27, x, x, 11, -25, x, -14, 4.0, -1
- CCN(CC)CC#CCC(O)(c1ccccc1)c1ccccc1
 : -7, -9, 6, -3, 3, 16, 2, -6, 10, 0.9, -7
- CNC(=O)CSc1nnc(NC(=O)C2CC(=O)N(c3ccccc3OC)C2)s1 (stereo not given)
 : -16, 11, -13, 17, 0, 0, -5, 1, -122, 1.8, 0
- COc1ccc(/C=N/Nc2nnc(Cc3ccc(OC)c(OC)c3)c(=O)[nH]2)cc1OC
 : 4, 2, -17, 4, -2, 5, 3, -2, -12, -0.1, 3
- Nc1nc(SCC(=O)Nc2c(Br)cc([N+](=O)[O-])cc2Br)n[nH]1
 : 4, -12, -1, -8, 3, 11, -6, 12, 10, 1.1, 0
- CCCCOC(=O)Oc1ccc2c(=O)c(Oc3cc(C)cc(C)c3)coc2c1
 : 5, 7, 24, -2, -2, 2, 3, -4, 6, -1.0, 0
- COc1cc(C2NC(=O)C(C#N)=C(S)N2c2ccc(C)cc2)ccc1OC(C)C (stereo not given)
 : -36, 4, -19, 11, -4, 2, -3, -7, -9, 5.9, -18
- Cc1ccc(CSCC(=O)NCc2ccc(F)cc2)cc1
 : -2, -3, -10, -23, 3, -3, -4, 6, -9, -0.4, -20
- CCOc1ccc(N(CC(=O)Nc2cccnc2)S(=O)(=O)c2ccc(C)cc2)cc1
 : -42, 10, 11, 6, -3, 9, -7, 2, -4, 1.2, 27
- Cc1c(NC(=O)COC(=O)c2cccc(F)c2)c(=O)n(-c2ccccc2)n1C
 : 0, -2, -5, x, x, 8, 17, 3, -14, 7.7, -2
- CCn1c(C)nnc1SCC(=O)NC1CCCCCC1
 : -17, 20, -26, -3, 1, 9, -26, -4, -18, 0.9, 16
- CCN(CC(=O)c1c(N)n(C)c(=O)n(C)c1=O)c1cccc2ccccc12
 : -13, 11, -6, 17, -2, 19, 1, -1, -2, -0.7, 17
- S=C(NCc1ccc(Cl)cc1)Nc1ccncc1
 : 8, -15, 100*, 12, 1, 7, 17, 18, 84, -0.5, 5
- O=C1CCC(/C=C/c2ccccc2)=NN1
 : 4, -4, 6, 19, 6, -33, -6, 4, -25, 2.8, -22
- O=C(N/N=C/c1ccccn1)c1ccc([N+](=O)[O-])cc1Cl
 : -27, -6, -17, 5, 5, -27, 2, 21, 19, 1.8, 4
- Cc1ccc(NC(=O)CNC(=O)CC23CC4CC(CC(C4)C2)C3)c(O)c1
 : 4, 10, -14, 8, -2, 0, -12, 2, 4, 1.1, 8
- CC(C)OC(=O)c1ccc(NC(=O)c2cncc(Br)c2)cc1
 : 32, -11, -31, -23, -2, -54, -7, 4, -2, -0.6, -42
- CN1CCN(c2ccc(NC(=O)c3cc(Cl)c4c(c3)OCCO4)cc2)CC1
 : -19, 11, -19, -51, x, -131, 5, -6, -27, 1.5, -157
- Cc1cc(Cl)ccc1OCC(=O)N(Cc1cccs1)C1CCS(=O)(=O)C1 (stereo not given)
 : -8, 4, 1, -1, 3, 11, 18, -9, 0, -0.5, 20
- COCCN=c1scc(-c2cccs2)n1/N=C(\C)c1ccco1
 : -9, -8, -138, -28, 2, -191, 5, -31, -17, -2.5, -177
- N#Cc1c(N)nc(Sc2ccc(Cl)cc2)c(C#N)c1-c1ccccc1Cl
 : 46, -16, -36, 37, 3, 47*, 15, 9, 79, -0.4, 52*
- CCCCCOC(=O)CSc1nnc(-c2ccccc2)c(=O)[nH]1
 : 0, -2, -17, 5, 2, 5, 1, 0, -25, -0.5, 0
- O=C(NCCc1ccccn1)c1cc(-c2ccc(Cl)c(Cl)c2Cl)nc2ccccc12
 : 2, -9, -9, 7, -1, 11, 9, 0, 16, 0.0, 45
- CN(C)CCn1c(SCc2ccccc2C#N)nc2c(sc3ccccc32)c1=O
 : 9, 2, 4, -1, 3, -43, -5, 9, 15, -0.7, -33
- Cc1ccc(S(=O)(=O)N(C)c2ccc(OCC(=O)Nc3nnc(C4CC4)s3)cc2)cc1
 : -29, 22, -1, 1, x, 7, -5, -4, 12, -0.3, 14
- COC(=O)C1CCN(C(=O)CSc2nnc(-c3ccccc3)o2)CC1
 : 2, 2, 0, -6, 0, 0, 0, -1, -8, -0.5, -1
- O=C(CSc1nccn1-c1ccc(Cl)cc1)N1CCCc2ccccc21
 : 4, -1, 4, 10, 2, 13, -15, -2, 0, -1.6, 19
- COc1cccc(CN(C)CC(=O)Nc2cc(S(=O)(=O)N3CCCC3)ccc2Cl)c1OC
 : -5, -1, 23, 20, x, 15, 9, 18, 49, -0.3, 17
- O=[N+]([O-])c1cccc(-c2nnc(-c3ccccc3F)o2)c1
 : -29, 13, -84, -55, x, -297, -1, -29, -95, 1.2, -249
- CCc1nc2c(OCc3ccc(OC(F)F)cc3)cccn2c1N(C)C(=O)c1cccs1
 : 4, -4, 5, x, x, 11, 0, x, 17, 3.8, 18
- CCOc1cc(S(=O)(=O)NCc2cccs2)ccc1Cl
 : 9, -10, -5, -6, -3, 3, 13, 16, 6, -2.6, 14
- CC(C)c1cc(C(=O)N/N=C/c2ccoc2)cs1
 : -17, 24, -25, -7, 0, -60, 9, -6, -18, -0.3, -94
- CCOc1ccc2[nH]c(=O)c(CN(Cc3nnnn3Cc3ccco3)C3CCCCC3)cc2c1
 : 6, 1, -28, 13, 3, -8, 4, 6, 11, -1.6, 13
- Cc1ccc2c(c1)N(CC(=O)N1CCN(c3ccccc3)CC1)C(=O)C(C)O2 (stereo not given)
 : 3, -9, -11, -3, -2, 5, -11, -5, 3, 0.2, 1
- CCOC(=O)COc1ccc(S(=O)(=O)N2CCN(C(=O)OCC)CC2)cc1
 : 2, -6, -11, 8, 3, 17, 1, 3, 3, -0.9, 9
- c1ccc(CCn2nnnc2CN2CCCc3ccccc32)cc1
 : -10, -4, 2, 6, 0, -15, -2, -12, 13, -0.1, 5
- COc1cccc(OC(C)c2ccnc3nc(/N=C/N(C)C)nn23)c1 (stereo not given)
 : 7, -10, 18, 1, -5, -4, -7, 1, 8, 6.8, 1

Given with tabs: entries from further up
canonical_smiles	CF NFkB block	KKLEB tox	NR2E3 ag-2	MITF TRPM1 inh	NR2E3 ag-1	HIF-2a block	TRAIL sens C8	LMP1 NFkB inh	Shn3 inh set2	hiPSC survival	Peg3 prom inh
COC(=O)C1CCN(C(=O)CSc2nnc(-c3ccccc3)o2)CC1	2	2	0	-6	0	0	0	-1	-8	-0.5	-1
O=C(CSc1nccn1-c1ccc(Cl)cc1)N1CCCc2ccccc21	4	-1	4	10	2	13	-15	-2	0	-1.6	19
COc1cccc(CN(C)CC(=O)Nc2cc(S(=O)(=O)N3CCCC3)ccc2Cl)c1OC	-5	-1	23	20	x	15	9	18	49	-0.3	17
O=[N+]([O-])c1cccc(-c2nnc(-c3ccccc3F)o2)c1	-29	13	-84	-55	x	-297	-1	-29	-95	1.2	-249
CCc1nc2c(OCc3ccc(OC(F)F)cc3)cccn2c1N(C)C(=O)c1cccs1	4	-4	5	x	x	11	0	x	17	3.8	18
CCOc1cc(S(=O)(=O)NCc2cccs2)ccc1Cl	9	-10	-5	-6	-3	3	13	16	6	-2.6	14
CC(C)c1cc(C(=O)N/N=C/c2ccoc2)cs1	-17	24	-25	-7	0	-60	9	-6	-18	-0.3	-94
CCOc1ccc2[nH]c(=O)c(CN(Cc3nnnn3Cc3ccco3)C3CCCCC3)cc2c1	6	1	-28	13	3	-8	4	6	11	-1.6	13
Cc1ccc2c(c1)N(CC(=O)N1CCN(c3ccccc3)CC1)C(=O)C(C)O2 (stereo not given)	3	-9	-11	-3	-2	5	-11	-5	3	0.2	1
